# CHRM1 agonist: activates human CHRM1 receptor; CHO-K1 hM1, Fluo-8 calcium fluorescence, agonist mode; 0% DMSO, 100% acetylcholine EC100; activation, % at 3 µM; 360,000 tested, 0.33% active;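 active means activation above the run's mean compound activation plus 3 SD, cut at about 16% in these data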;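 further: peak over basal fluorescence ratio within a 140 s kinetic read after compound addition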
# CHO parental Ca: counter-screen for OX1R antagonists: effect in parental CHO cells; 330,000 tested, 0.63% active; AID 463079; parental CHO-K1, ATP-induced calcium, Fluo-8 fluorescence; inhibition, % at 5.6 µM;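 active means inhibition above that plate's mean sample inhibition plus 3 SD, cut at about 26% in these data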;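 further: 0% = ATP-challenged DMSO wells and 100% = DMSO wells without ATP; some compounds past the cut are filed as inactive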
#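 material = parental CHO cells | also added = ATP as calcium-mobilizing challenge | dosing = single point at 5.6 µM | detection = intracellular calcium via Fluo-8 no-wash fluorescent dye | read-out = % inhibition | benchmarks = low control ATP plus DMSO, high control DMSO only | repeats = one well per compound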
# TAAR1 ag: agonists of human TAAR1. Q96RJ0. CHO RD-HGA16 TAAR1, Fluo-8 calcium fluorescence; vehicle wells 0%, saturating PEA agonist 100%. activation, % at 3 µM. 360,000 tested, 0.99% active. AID 624467;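 active means activation above the mean activation of all test compounds in the run plus 3 SD, cut at about 38% in these data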
# Target sequence (Q96RJ0 whole entry, looked up): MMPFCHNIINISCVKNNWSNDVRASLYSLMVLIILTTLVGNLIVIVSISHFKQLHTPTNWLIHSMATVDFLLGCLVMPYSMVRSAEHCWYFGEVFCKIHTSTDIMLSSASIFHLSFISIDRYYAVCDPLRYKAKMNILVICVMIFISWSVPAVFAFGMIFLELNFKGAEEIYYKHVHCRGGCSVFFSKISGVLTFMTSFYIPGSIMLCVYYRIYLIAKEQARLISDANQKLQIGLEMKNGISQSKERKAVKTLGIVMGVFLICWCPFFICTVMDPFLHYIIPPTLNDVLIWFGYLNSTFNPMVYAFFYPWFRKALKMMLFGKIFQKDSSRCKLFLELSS
#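 Signal – calcium-sensitive Fluo-8 signal, excitation 470-495, emission 515-575 nm · System – RD-HGA16 (CHO) cells co-expressing Gα16 and hTAAR1 · Incubation – 17-24 h seeding, 75 min 37 °C dye, 30 min RT · Compound dosing – 3 µM single concentration · Repeats – no replicates (n 1)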
# CHO-K1 Ca PAM: M1 PAM counterscreen hit in parental CHO-K1 cells. activation, % at 3 µM. 360,000 tested, 0.02% active. ATP EC20, Fluo-8 calcium fluorescence; 0% at ATP EC20, 100% at ATP max;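 active means activation above the run cutoff, the mean activation of all test compounds plus 3 SD, cut at about 40% in these data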;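 further: peak over basal fluorescence ratio in a 140 s read after ATP addition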
# M1 antag: human CHRM1 antagonism; CHO-K1 hM1, Fluo-8 calcium fluorescence, ACh EC80 antagonist; 360,000 tested, 1.3% active; inhibition, % at 3 µM; P11229;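 active means percent inhibition above its own plate's cutoff, namely the mean of that plate's compound wells plus 3 SD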;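 further: peak over basal fluorescence ratio during 140 s after agonist addition; 0% = ACh EC80 plus DMSO and 100% = DMSO alone without agonist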
# M1 ag parental: nonselective activator or artifact in parental CHO-K1 cells | Fluo-8 calcium fluorescence; scaled to maximal ATP response, vehicle zero | activation, % at 3 µM | 360,000 tested, 0.48% active; in the data active means activation above about 15%;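 further: untransfected CHO-K1 host cells lacking M1 receptor as counterscreen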
# CHO-K1 Ca antag: nonselective inhibitor or artifact in parental CHO-K1 cells; ATP-induced calcium, Fluo-8 fluorescence; 360,000 tested, 0.6% active; inhibition, % at 3 µM;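 active means inhibition above a per-plate cutoff, the plate's mean sample inhibition plus 3 SD, cut at about 24% in these data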;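 further: 0% = DMSO plus EC80 ATP and 100% = DMSO alone without ATP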
# TAAR1 antagonist: human TAAR1 antagonism; CHO RD-HGA16 TAAR1, Fluo-8 calcium fluorescence, antagonist; inhibition, % at 3 µM; 360,000 tested, 1.5% active; AID 624466;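 active means inhibition above a per-plate cutoff, the mean inhibition of test compounds on that plate plus 3 SD, cut at about 49% in these data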;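 further: 0% = DMSO plus EC80 beta-PEA response and 100% = DMSO alone without agonist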
#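 Assay system: CHO-derived RD-HGA16 cells stably expressing human TAAR1 plus Gα16. Timing: 140 s kinetic read after compound, 140 s after agonist. Technique: kinetic Fluo-8 calcium fluorescence measurement. Measure: % inhibition of agonist calcium response.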
# OXTR potentiate: potentiators of human oxytocin receptor. P30559. activation, % at 3 µM. CHO-OTR cells, Fluo-8 calcium fluorescence, potentiator mode; 0% = oxytocin EC15, 100% = EC100. 320,000 tested, 0.061% active;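 active means activation above that plate's cutoff, the mean activation of tested compounds plus 3 SD, cut at about 6.6% in these data, passing the limit was not always enough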;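 further: 100% uses oxytocin at 75 nM as the full agonist control; some results filed as inactive read as strong as hits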
# Target sequence (P30559 whole entry, looked up): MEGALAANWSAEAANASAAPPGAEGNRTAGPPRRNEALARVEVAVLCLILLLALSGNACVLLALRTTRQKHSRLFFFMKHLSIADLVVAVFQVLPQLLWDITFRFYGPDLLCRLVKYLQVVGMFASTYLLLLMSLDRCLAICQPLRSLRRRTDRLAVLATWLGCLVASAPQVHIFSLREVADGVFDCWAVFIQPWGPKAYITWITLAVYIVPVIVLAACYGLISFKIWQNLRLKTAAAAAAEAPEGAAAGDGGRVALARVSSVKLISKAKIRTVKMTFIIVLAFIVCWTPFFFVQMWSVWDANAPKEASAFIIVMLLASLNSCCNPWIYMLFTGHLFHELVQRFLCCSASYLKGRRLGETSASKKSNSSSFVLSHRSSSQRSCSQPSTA
#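 System: human OTR in CHO cells; Also added: sub-maximal oxytocin, roughly EC15; Timing: compound 6 min at room temperature before oxytocin, 100 s read; Technique: Fluo-8 intracellular calcium fluorescence, ex 470-495, em 515-575 nm; Controls: oxytocin EC15 low and EC100 high; Replication: singlicate.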
# The depositor's hits bear a star; x = not tested or not shown.
SMILES	CHRM1 agonist	CHO parental Ca	TAAR1 ag	CHO-K1 Ca PAM	M1 antag	M1 ag parental	CHO-K1 Ca antag	TAAR1 antagonist	OXTR potentiate
CCN1CCN(c2ccc(S(=O)(=O)N3CCOCC3)cc2NC(=O)CCSC)CC1	-5	-15	7	-1	-2	0.6	-6	-18	4
CC(=O)N(CCS(=O)(=O)c1ccc(Cl)cc1)Cc1cccs1	2	-15	0	-15	-18	0.7	2	10	4
CCOC(=O)C1=C(c2ccccc2)NC(=O)NC1c1cc(OC)c(OC)cc1OC (stereo not drawn)	3	-15	1	5	-27	0.9	-5	-5	-10
CN(C)Cc1ccccc1CNC(=O)c1cccc(S(=O)(=O)Nc2ccc3c(c2)OCO3)c1	-7	x	7	-12	-11	0.6	14	-8	x
CCOC(=O)CN(C(=O)COc1nc(-c2ccccc2)cc(C)c1C#N)c1ccccc1	0	1	1	10	-10	1.5	-15	21	-3
c1ccc(CC(Nc2ccccn2)c2ccccc2)cc1 (stereo not drawn)	-11	-19	11	-3	-6	0.6	-6	-3	5
N#Cc1c(N2CCCCC2)nc(N2CCCCC2)c2c1CCN(Cc1ccccc1)C2	-7	-12	18	18	14	0.1	0	5	-3
Cc1ccc(Nc2c3c(nc4ncnn24)CC(C)CC3)cc1 (stereo not drawn)	-3	-10	8	14	-11	-0.4	2	-12	5
CCN1CCc2nc3ccccc3c(C(=O)Nc3ccc(C#N)cc3)c2C1	-5	-13	1	20	16	1.7	-14	30	-16
Cn1nc(C(=O)NNC(=O)c2ccc(Cl)c(S(N)(=O)=O)c2)c2ccccc2c1=O	-4	-7	5	7	2	0.4	-3	-21	-4
CCOC(=O)N1CCN(C(=O)CN(C)S(=O)(=O)c2ccc(OCC)cc2)CC1	-1	2	0	5	-10	-0.6	-2	-13	-7
CCOC(=O)C1CCN(C(=O)Cn2cc(C(=O)OC)c3ccccc32)CC1	-4	-7	1	7	-6	5.3	-10	-20	0
CCOP(=O)(OCC)C(Nc1cccc(C(F)(F)F)c1)c1ccc(C)cc1 (stereo not drawn)	-9	-32	0	30	-5	1.5	-15	-12	-5
N#Cc1ccsc1NC(=O)CN1CCN(c2ccccn2)CC1	-4	-29	7	5	-3	1.0	1	9	2
Cc1onc(-c2c(F)cccc2Cl)c1C(=O)Nc1nc2ccccc2[nH]1	-2	-4	9	0	-24	1.5	-5	18	-12
COc1ccc2c(-c3ccccc3)cc(SCC(=O)N(C)C)nc2c1	-5	-25	-1	24	14	0.2	-14	-14	-8
COc1c2ccccc2nn1C(C)C	x	x	3	18	x	0.1	-21	-9	x
CSc1ccccc1NC(=O)CN1CCCCC1	-5	-8	1	7	-13	-0.1	-3	-10	-8
CCOC(=O)c1c(S(=O)(=O)Nc2ccc(F)cc2C)c(C)n(C)c1C	-4	20	-3	16	5	0.3	-6	-6	-3
O=C(Cc1c(F)cccc1Cl)Nc1ccccc1N1CCCCC1	0	-13	3	2	4	-0.1	-7	11	-11
Cc1ccc(NC(=O)COC(=O)CCc2c(C)nc3ncnn3c2C)cc1C	-5	-20	4	15	-4	-0.5	-8	7	2
COc1ccccc1N1CCN(C(=O)C(C)NC(=O)c2ccco2)CC1 (stereo not drawn)	-2	-1	4	-3	-7	0.0	-7	2	1
COc1ccc(NC(=O)CSCC(=O)Nc2sccc2C#N)cc1	2	-2	2	-3	-11	0.5	-1	2	-8
CN(CC(=O)Nc1ccccc1C(F)(F)F)C(=O)CSc1nnc(N)s1	-2	-13	1	9	-10	0.1	-5	-10	-1
CC(Oc1ccc2ccc(=O)oc2c1)C(=O)c1ccccc1 (stereo not drawn)	-10	-10	3	24	-10	1.5	-9	14	-11
COC(=O)C1CCN(S(=O)(=O)c2c[nH]c(=O)[nH]c2=O)CC1	-3	x	1	0	5	-0.1	-6	4	x
CCN(CC)CCCNC(=O)C1c2ccccc2C(=O)N(C)C1c1ccc(OC)cc1 (stereo not drawn)	-5	0	6	-2	-1	0.1	-1	1	-2
Cc1ccc(/C(O)=C2\C(=O)C(=O)N(C)C2c2ccccc2[N+](=O)[O-])cc1 (stereo not drawn)	0	2	3	20	-10	-0.1	-12	-10	-15
CCOc1ccc(CCNC(=O)C2CCCN(c3nn4c(=O)cc(C)nc4s3)C2)cc1OCC (stereo not drawn)	-5	-31	9	19	-7	-0.1	-7	-10	2
Cc1cc(F)ccc1S(=O)(=O)N1CCCOC1CNC(=O)C(=O)NCc1cccnc1 (stereo not drawn)	-1	-13	0	7	6	0.7	-8	-22	-10

# The closing two entries of the section above are carried over, then new ones follow:
SMILES	CHRM1 agonist	CHO parental Ca	TAAR1 ag	CHO-K1 Ca PAM	M1 antag	M1 ag parental	CHO-K1 Ca antag	TAAR1 antagonist	OXTR potentiate
CCOc1ccc(CCNC(=O)C2CCCN(c3nn4c(=O)cc(C)nc4s3)C2)cc1OCC (stereo not drawn)	-5	-31	9	19	-7	-0.1	-7	-10	2
Cc1cc(F)ccc1S(=O)(=O)N1CCCOC1CNC(=O)C(=O)NCc1cccnc1 (stereo not drawn)	-1	-13	0	7	6	0.7	-8	-22	-10
O=C(Oc1ccc(-c2nnco2)cc1)N1CCOCC1	-2	0	4	15	-14	0.4	-4	7	-11
Cc1ccc(-n2nnnc2SCC(=O)c2cc(C)n(-c3cc(C)on3)c2C)c(C)c1	4	-13	-1	18	-10	0.5	-34	-19	-7
CC(=O)c1cccc(NC(=O)NNC(=O)c2ccc3ccccc3c2)c1	0	-7	5	-5	0	-0.5	7	-30	-3
Cc1cc(=O)n(CCO)c(O)c1C#N	-1	-5	4	9	-9	3.0	-4	-1	4
CC(c1ccccc1)C(NC(=O)OCC1c2ccccc2-c2ccccc21)C(=O)O (stereo not drawn)	-11	-8	0	9	2	-0.1	-13	-1	-11
CCOc1ccc(N(CC(=O)Nc2ccc(C)cc2)S(=O)(=O)c2c(C)[nH]c(=O)[nH]c2=O)cc1	-4	-5	2	4	-11	3.9	-6	2	-3
CC1CCN(S(=O)(=O)N2CCC(C(=O)NCc3ccc4c(c3)OCO4)CC2)CC1	-6	1	5	4	-3	3.2	-5	-8	-10
CN(C)S(=O)(=O)c1ccc(C(=O)NC2CCCc3ccccc32)cc1 (stereo not drawn)	-7	-16	-1	13	-5	1.2	-17	-15	-20
Cc1ccc2c(c1)N(S(=O)(=O)c1cc(-c3onc(C)c3C)ccc1C)CCO2	-1	-14	1	-13	-11	-0.3	-5	-3	-20
Cc1ccccc1OCC(=O)OCC(=O)NCC1CCCCC1	-6	7	4	-4	-6	-0.4	-3	5	1
Cc1cccc(NC(=O)c2ccc([N+](=O)[O-])o2)c1C	-4	-1	1	8	-14	0.8	-11	-20	-3
CCC(C)N1C(=O)N(C)C2NC(=O)NC21 (stereo not drawn)	-3	10	4	-8	6	-0.3	9	-3	1
Cc1c(N/C=C(\Cl)C(=O)C(F)(F)F)c(=O)n(-c2ccccc2)n1C	-6	-6	3	6	4	0.3	-2	-14	-9
CCCOc1ccc(Cn2ccnc2)cc1[N+](=O)[O-]	-5	-8	5	20	6	1.2	-9	9	-7
CC(=O)C(Sc1ncnc2sc3c(c12)CCCC3)C(C)=O	-7	-22	-2	18	-17	0.3	-19	15	-3
COc1ccc([C@H]2N[C@]3(CCCN(Cc4ccc(C(F)(F)F)cc4)C3=O)[C@H]3C(=O)N(C)C(=O)[C@@H]23)cc1	-3	x	-1	-4	-10	0.2	4	-6	x
COc1ccccc1C(=O)O/N=C(\c1ccccc1)c1ccncc1	2	-6	-1	-4	2	0.5	-2	0	-2
Cn1c(=O)c2c(nc(OCc3cccnc3)n2Cc2ccccc2)n(C)c1=O	-4	-13	-4	24	-8	0.7	-16	-29	-8
O=C(NCCOc1ccccc1)[C@@H]1CCCN1C(=O)c1cccs1	1	x	0	14	-16	0.2	-12	-3	x
Cc1cccc(S(=O)C(c2ccccc2)c2ccccc2)c1 (stereo not drawn)	-3	x	2	-6	-5	-1.1	-6	-16	x
CCCn1c(NC(=O)c2ccc(Br)cc2)nc2ccccc21	-2	-16	9	22	-8	0.4	-13	11	-2
O=C(NNC(=S)NC1CCCCC1)c1ccccc1O	0	1	6	9	-12	11	-13	5	-7
CCn1cnc2c1c(=O)n(CC(=O)O)c(=O)n2Cc1ccccc1	-3	-5	7	5	-1	0.4	-20	-5	-7

# Some of the entries above in another layout.
CCCOc1ccc(Cn2ccnc2)cc1[N+](=O)[O-]
  CHRM1 agonist: -5
  CHO parental Ca: -8
  TAAR1 ag: 5
  CHO-K1 Ca PAM: 20
  M1 antag: 6
  M1 ag parental: 1.2
  CHO-K1 Ca antag: -9
  TAAR1 antagonist: 9
  OXTR potentiate: -7
CC1CCN(S(=O)(=O)N2CCC(C(=O)NCc3ccc4c(c3)OCO4)CC2)CC1
  CHRM1 agonist: -6
  CHO parental Ca: 1
  TAAR1 ag: 5
  CHO-K1 Ca PAM: 4
  M1 antag: -3
  M1 ag parental: 3.2
  CHO-K1 Ca antag: -5
  TAAR1 antagonist: -8
  OXTR potentiate: -10
O=C(Oc1ccc(-c2nnco2)cc1)N1CCOCC1
  CHRM1 agonist: -2
  CHO parental Ca: 0
  TAAR1 ag: 4
  CHO-K1 Ca PAM: 15
  M1 antag: -14
  M1 ag parental: 0.4
  CHO-K1 Ca antag: -4
  TAAR1 antagonist: 7
  OXTR potentiate: -11
Cc1cccc(NC(=O)c2ccc([N+](=O)[O-])o2)c1C
  CHRM1 agonist: -4
  CHO parental Ca: -1
  TAAR1 ag: 1
  CHO-K1 Ca PAM: 8
  M1 antag: -14
  M1 ag parental: 0.8
  CHO-K1 Ca antag: -11
  TAAR1 antagonist: -20
  OXTR potentiate: -3

# Screens: PubChem, The Scripps Research Institute Molecular Screening Center

# Outcome played no part in choosing rows; about 4.2% have a hit in one of these screens.
